Lipid storage S3: qHTS Assay for Lipid Storage Modulators in Drosophila S3 Cells; lipid storage change, negative = inhibition, % at the top dose, mostly 46.1 µM; hits show Potency in µM; 0.64% of 320,000 active; Drosophila S3 cells, BODIPY lipid droplet fluorescence, 18-24 h; cells fed with added oleic acid; AID 2685, 2010; active = well fitted inhibition curve with a large enough effect in the signal ratio, with a control signal flat, not every such curve was filed as active; inconclusive = small, poorly fitted or top-dose-only effect, or effect the other way, or a change in a side signal; the % refers to the signal ratio
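Drosophila S3 cells got compounds at several concentrations plus oleic acid (400 uM solution). Laser-scanning cytometry with 488 nm excitation read lipid droplets at 500-530 nm and cells at 575-640 nm. Percent activity was relative to 20 uM Triacsin C.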
Lipid storage S3 cell count max: recorded beside Lipid storage S3, whose call it bears; cell number change, %; measured here: cell count max response;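 cells counted by Cell Tracker Red CMTPX staining in the red channel; peak over a dose series mostly up to 46.1 µM; percent activity relative to internal control wells on each plate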
* = called active by the depositor; i = inactive; u = inconclusive; x = no result given; & = joins results of further samples. % is scaled to controls: 0 for no effect and ±100 for the full control effect; potency is read from the fitted curve at half-maximal effect. These rows are one share of the data. The share of hits here may be higher or lower than overall.

SMILES | Lipid storage S3 | Lipid storage S3 cell count max
O=C(CCc1nnc(CCCc2ccccc2)o1)NCCc1ccco1 | -1% | 6
O=C(CCCn1c(SCC(=O)NCC2CCCO2)nc2ccccc2c1=O)NCc1ccccc1 (stereo not given) | u | x
Cc1ccc(S(=O)(=O)N2CCC(n3nnc4cc(C)ccc43)CC2)cc1 | 3% | 6
CSCCCc1cn([C@@H](CO)C(=O)NCCCCCCCCCCC(=O)N2CCNCC2)nn1 | 27% | -27
CCOC(=O)C(CO)(NC(C)=O)C(=O)OCC | u | x
COCCCNC(=O)c1ccc(-c2csc(C)n2)cc1 | 0% | 9
Cc1ccc2[nH]c(=O)c(CN(Cc3nnnn3Cc3ccccc3)C3CCCC3)cc2c1 | i | -25
N#CCCn1cc(/C=N/NC(=O)c2ccncc2)c(-c2ccccc2)n1 | u | x
Cc1cc(OCC(=O)NCC2CCC(C(=O)O)CC2)c2c(C)c(Cc3ccccc3)c(=O)oc2c1 (stereo not given) | u | x
CC(C(=O)N(C1CC1)C1(C(=O)Nc2ccccc2)CCCC1)N1C(=O)c2ccccc2C1=O (stereo not given) | u | x
COc1cccc(CC(=O)n2nc(N)c3cc4ccc(OC)cc4nc32)c1 | u | x
COc1ccc(Nc2oc(COc3cccc(C)c3)nc2C#N)cc1 | u | x
Cc1ccc(C)c(OCc2nnc(N)s2)c1 | 0% | 0
O=C(NCCCN1CCc2ccccc2C1)Nc1ccc(Cl)cc1 | u | x
O=[N+]([O-])c1cccc(Nc2nc(Cl)nc(Cl)n2)c1 | u | x
CC(C)c1c(C(=O)N/N=C/c2ccc(OCc3ccccc3)cc2)nnn1-c1nonc1N | u | x
CCCNC(=O)CCn1cc(-c2ccc(OC)cc2)nc1CCN | u | x
COc1ccc(CCC(=O)N2CCN(S(=O)(=O)c3cccs3)CC2)cc1 | u | x
c1ccc(-c2cnc(-c3cccnc3)o2)cc1 | u | x
O=C1NCCN(Cc2ccoc2)C1CC(=O)N(CCO)Cc1ccccc1 (stereo not given) | -13% | 13
CCNC(=O)COC(=O)c1cc(C)n(-c2ccccc2)c1C | u | x
Cn1c(=O)c2c(nc(SCc3ccc(C(=O)O)cc3)n2C)n(C)c1=O | 12% | 2
COCc1c(C(=O)OCC(=O)N2c3ccccc3CC2C)oc2ccccc12 (stereo not given) | 18% | -5
Cc1cccc(C)c1NS(=O)(=O)c1c(C(=O)N2CCCCC2)c(C)n(C)c1C | i | -15
CCCCOC(=O)CSc1nc2c(cc1C#N)C(=O)CC(C)(C)C2 | u | x

Six consecutive records out of the list so far, quoted:
SMILES | Lipid storage S3 | Lipid storage S3 cell count max
O=C1NCCN(Cc2ccoc2)C1CC(=O)N(CCO)Cc1ccccc1 (stereo not given) | -13% | 13
CCNC(=O)COC(=O)c1cc(C)n(-c2ccccc2)c1C | u | x
Cn1c(=O)c2c(nc(SCc3ccc(C(=O)O)cc3)n2C)n(C)c1=O | 12% | 2
COCc1c(C(=O)OCC(=O)N2c3ccccc3CC2C)oc2ccccc12 (stereo not given) | 18% | -5
Cc1cccc(C)c1NS(=O)(=O)c1c(C(=O)N2CCCCC2)c(C)n(C)c1C | i | -15
CCCCOC(=O)CSc1nc2c(cc1C#N)C(=O)CC(C)(C)C2 | u | x

More compounds follow:
SMILES | Lipid storage S3 | Lipid storage S3 cell count max
COC(=O)CN(c1ccccc1OC)S(=O)(=O)c1ccccc1 | u | x
CC(C)CNC(=O)c1cccc(NC(=O)C2CCCO2)c1 (stereo not given) | u | x
Cc1cccc(NC(=O)CCC(=O)NCCO)c1 | 1% | 0
CN1CCN(C(=S)c2cn(CCOc3ccccc3F)c3ccccc23)CC1 | 7% | 3
CCOc1ccc(CN2CCN(Cc3cccc4c3OCO4)CC2CCO)cc1 (stereo not given) | 22% | -4
COc1ccc(C(=O)NC2(C(F)(F)F)C(=O)Nc3c2c(=O)[nH]c(=O)n3CCc2ccc(OC)c(OC)c2)cc1 (stereo not given) | -6% | -4
COC(=O)c1sccc1NC(=O)Cn1nnc(-c2ccccc2C)n1 | u | x
CC(C)COP(=O)(c1ccc(N(C)C)cc1)C(O)c1cccnc1 (stereo not given) | 1% | -8
CCCc1nc2sc3c(=O)n(N)cnc3c2c2c1CCCC2 | 14% | 11
CCN1CCN(c2cc(=O)n(Cc3ccc(F)cc3)c(=O)[nH]2)CC1 | 4% | 4
O=C(Nc1ncnc2sc3c(c12)CCCC3)c1ccncc1 | u | x
CC(C)(C)C(=O)Cn1c(=N)n(Cc2ccccc2Cl)c2ccccc21 | u | x
CCOC(=O)c1cc2c(n(-c3ccc(Cl)cc3)c1=O)CCCC2=O | 4% | 13
CS(=O)(=O)N1CCc2cc(S(=O)(=O)N3CCN(Cc4ccc5c(c4)OCO5)CC3)ccc21 | u | x
CC1CN(C(=S)NC(=O)c2ccccc2)CC(C)O1 (stereo not given) | 1% | 9
c1ccc(-c2nc(C3CCCCC3)c3ccccc3n2)cc1 | -1% | -21
Cc1onc(-c2c(Cl)cccc2Cl)c1C(=O)N1CCc2ccccc21 | i | x
NC(=O)C1(c2ccccc2)CCC(=O)N1c1ccccc1 (stereo not given) | -11% | 11
COc1ccc2c(=O)c(-c3ccccc3)coc2c1 | u | x
O=C(O)c1ccc2c(=O)n3c(nc2c1)/C(=C/c1cccc(Cl)c1Cl)CCCC3 | 0% | -10
N#CC[C@H](c1ccccc1)N1CCN(Cc2ccccc2)CCC1=O | -9% | 13
Cc1ccc(-c2nc(CSCC(=O)NCC3CCCO3)c(C)o2)cc1 (stereo not given) | u | x
CCOC(=O)c1ccccc1NC(=O)CSc1nccn1C | 5% | -5
COc1cccc(C(=O)OCC(=O)Nc2cc(C)c(C)cc2[N+](=O)[O-])c1 | 20% | 18
CNc1ccc([N+](=O)[O-])cc1-c1nc2ccccc2[nH]c1=O | -6% | -4

Single records (already shown). Values in the order: Lipid storage S3 | Lipid storage S3 cell count max
`Cc1cccc(NC(=O)CCC(=O)NCCO)c1` is entered as 1% | 0
`CCOC(=O)c1ccccc1NC(=O)CSc1nccn1C` is entered as 5% | -5

Additional results follow.
SMILES | Lipid storage S3 | Lipid storage S3 cell count max
C[C@H](NC(=O)c1ccccc1Cl)C(=O)OCCOc1cccc(Cl)c1 | -2% | -10
CC(=O)N1CCN(c2ccc(S(=O)(=O)NCCN(C(C)C)C(C)C)cc2[N+](=O)[O-])CC1 | 3% | 2
COc1cccc(NC(=O)C(=O)N2CCOCC2)c1 | u | x
O=C(CSc1ncnc2ccccc12)NCc1ccco1 | 0% | -1
CP(C)(=O)CCP(=O)(c1ccccc1)c1ccccc1 | 12% | 14
CCCC(=O)Nc1cc(OC)c(OC)cc1C(=O)O | u | x
COc1ccc(C(=O)Nc2ccc3c(c2)C(=O)N(C)C3=O)cc1OC | -6% | -6
CCOc1ccc(CN(C)C(=O)c2ccc(=O)[nH]c2)cc1 | u | x
O=c1c2ccccc2n(CC(O)CN2CCCCC2)c2ccccc12 (stereo not given) | u | x
O=C(CN(C(=O)c1csnn1)c1cccc(C(F)(F)F)c1)NCCc1ccccc1 | i | 16
COc1ccc(-c2noc(C3CCCN(C(=O)c4c(F)cccc4F)C3)n2)cc1OC (stereo not given) | u | x
COc1ccc(C(CNC(=O)C(CCSC)NC(=O)c2ccccc2OC)N2CCCCC2)cc1 (stereo not given) | u | x
Cc1onc(-c2ccccc2)c1C(=O)NNC(=S)NC(=O)/C=C/c1cccs1 | 0% | 5
CC1CCN(S(=O)(=O)N2CCC(C(=O)NCc3ccc4c(c3)OCO4)CC2)CC1 | u | x
CSc1c[n+]2c(n1C)CCC2 | -8% | -5
O=C(COC(=O)c1ccc[nH]c1=O)NCCCc1ccccc1 | u | x
COc1ccc(OC)c(CNC(=O)C2CCN(S(=O)(=O)N3CCC(C)CC3)CC2)c1 | -15% | -8
CCCCOc1ccc(C(=O)OC2CC(C)N(C)CC2C)cc1 (stereo not given) | 24% | x
CN(Cc1ccccc1)c1cc(Cl)nc(N)n1 | i | x
Cc1ccc(-n2c(C)cc(C(=O)COC(=O)c3c(C)noc3C)c2C)cc1 | u | x
Cc1ccc2cc(C)c3nnc(SCC(=O)Nc4nc5c(s4)CCCC5)n3c2c1 | 24% | 8
CC(=O)n1c2c(c3ccccc31)OC(N)=C(C#N)C2c1ccc(C(C)C)cc1 (stereo not given) | 4% | x
CCCNC(=O)c1ccc2c(=O)n3c(-c4ccc(C)cc4)csc3nc2c1 | u | x
Fc1ccc(/C=N/NC(=S)Nc2ccc(Cl)cc2)cc1F | u | x
O=C(CSc1nc2c(c(=O)[nH]1)CCC2)Nc1cccc(Cl)c1 | u | x

Molecules above that contain a furan ring, fused or not:
SMILES | Lipid storage S3 | Lipid storage S3 cell count max
O=C(CCc1nnc(CCCc2ccccc2)o1)NCCc1ccco1 | -1% | 6
O=C1NCCN(Cc2ccoc2)C1CC(=O)N(CCO)Cc1ccccc1 (stereo not given) | -13% | 13
COCc1c(C(=O)OCC(=O)N2c3ccccc3CC2C)oc2ccccc12 (stereo not given) | 18% | -5
O=C(CSc1ncnc2ccccc12)NCc1ccco1 | 0% | -1

Continuation:
SMILES | Lipid storage S3 | Lipid storage S3 cell count max
Cc1ccc(S(=O)(=O)N(C)C)cc1NC(=O)C(C)NC(C)c1cccs1 (stereo not given) | u | x
COc1ccc(NCc2nnc(SCc3ccc(Cl)cc3)n2-c2ccccc2)cc1 | u | x
Cc1ccc(C(=O)NCC(=O)N2CCc3ccccc3C2)cc1C | i | 24
CCN1C(=O)S/C(=C/c2ccc(Sc3nc4ccccc4[nH]3)o2)C1=O | u | x
Cc1ccc(NC(=O)CSc2n[nH]c(N)n2)cc1S(=O)(=O)N1CCOCC1 | 8% | 11
Cc1cc2nc(-c3ccccn3)c(-c3ccccn3)nc2cc1C | u | x
CCOC(=O)c1sc2ncn(CC(=O)N(CC)CC)c(=O)c2c1C | u | x
O=C(NCCS(=O)(=O)N1CCN(c2cccc(Cl)c2)CC1)c1ccco1 | u | x
CCOC(=O)C1CCN(c2c(N3CCCCCC3)c(=O)c2=O)CC1 | 6% | -10
CC12CN3CC(C)(CN(C1)C3c1ccc3c(c1)OCO3)C2 (stereo not given) | -18% | x
CC(=O)Nc1ccccc1-c1nc2ccc(C(=O)N3CCN(c4cc(C)ccc4C)CC3)cc2[nH]c1=O | u | x
O=C(CNC(=O)[C@@H]1Cc2ccccc2CN1)NC1CCCC1 | i | -11
O=C(Cn1cnc([N+](=O)[O-])n1)N/N=C/c1ccc2ccccc2c1 | -10% | -16
CC(C)(C)NC(=O)c1ccccc1-c1nc(-c2ccccc2Cl)no1 | u | x
Cc1ccc(CSc2nc3ncccc3[nH]2)cc1 | 4% | -15
C=C[C@]1(C)C[C@@H](OC(=O)CSCCN(CC)CC)[C@]2(C)C(C)CC[C@]3(CCC(=O)[C@H]32)[C@@H](C)[C@@H]1O (stereo not given in full) | 4%&22% | 0&11
CC(C)CN(CC(C)C)C(=S)NC1CCCCC1 | 9% | 7
CN(C)S(=O)(=O)c1ccc(C(=O)NN2C(=O)NC3(CCCCC3)C2=O)cc1 | u | x
CC(C)(C)OC(=O)CNC(=O)c1[nH]cnc1C(=O)Nc1ccc(CNC(=O)OC(C)(C)C)cc1 | u | x
CCCCc1nnc(NC(=O)CC(=O)Nc2ccccc2C(=O)O)s1 | u | x
CCCCCCCCCCOC(=O)Cn1c(COc2ccccc2)[n+](C)c2ccccc21 | u | x
Cc1cc(C)n2ncc(/C(N)=N/OC(=O)Nc3ccc(Cl)cc3)c2n1 | u | x
Cc1cccc(NC(=O)Nc2cccc(F)c2)n1 | u | x
Cc1cc(C)c2c(N)c(C(=O)N/N=C/c3cccs3)sc2n1 | 24% | 0
CC(O)C(NS(=O)(=O)c1ccc(Cl)cc1)C(=O)OCC(=O)N1CCN(c2ccccc2)CC1 (stereo not given) | 0% | 0
(next part)
SMILES | Lipid storage S3 | Lipid storage S3 cell count max
CCN(CC)S(=O)(=O)c1cc(NC(=O)Cc2n[nH]c(=O)c3ccccc23)ccc1C | u | x
CC1(C)CC(=O)C2=C(C1)OC(N)=C(C#N)C21C(=O)N2CCCc3cccc1c32 (stereo not given) | u | x
O=C(NC(=S)Nc1ccc2c(c1)OCCO2)c1ccc(F)cc1Cl | u | x
COCCn1cc(C(=O)N2CCN(C)CC2)c2c3ccccc3n(C)c2c1=O | i | 9
COC(=O)c1ccccc1NC(=O)CSc1nc(N)cc(N)n1 | u | x
CN(C)S(=O)(=O)c1cccc(C(=O)NCCCn2ccnc2)c1 | u | x
COc1ccc(-n2c(COc3cccc4cccnc34)nnc2SCC(=O)O)cc1 | -8% | 1
CC(=O)c1ccc2noc(-c3cccc(C)c3)c2c1 | u | x
Cc1ccc2[nH]c3nc(SCC#N)nnc3c2c1 | 10% | x
O=C(c1ccccn1)N(Cc1ccco1)C1(C(=O)NC2CCCCC2)CCCCC1 | u | x
C#CCn1c(=NC(=O)CN2C(=O)CCC2=O)sc2cccc(C)c21 | u | x
C=CCN(C(=O)c1ccc2c(c1)nnn2C)c1ccccc1 | u | x
Cc1cc(C)cc(-n2nnc(C(=O)NCc3ccc4c(c3)OCO4)c2N)c1 | -2% | -7
CCOC(=O)C1CCN(S(=O)(=O)c2ccc(CNC(=O)c3ccccc3)s2)CC1 | -13% | -7
O=C(NC(=S)Nc1cccc(Cl)c1N1CCCCC1)c1ccco1 | u | x

Screens: PubChem BioAssay, National Center for Advancing Translational Sciences (NCATS)
